# Screening results deposited in PubChem by National Center for Advancing Translational Sciences (NCATS).
# KDM5B inhibitor = blocks human KDM5B histone demethylase activity; Q9UGL1; KDM5B demethylase, FDH-coupled NADH fluorescence (FDH is formaldehyde dehydrogenase); Potency, µM (highest dose often 57.7 µM), for inactives: top-dose activity change, negative = inhibition, actives largely listed as inhibitors; actives 2.6% (n = 220,000); active = well fitted inhibition curve with a large enough effect; inconclusive = small, poorly fitted or top-dose-only effect; inactive = no such curve, though single readings can be large or run the other way; note: 0% is about no effect; nearly all actives have a fitted effect of over 70% in size
# Target sequence (Q9UGL1 whole entry, looked up): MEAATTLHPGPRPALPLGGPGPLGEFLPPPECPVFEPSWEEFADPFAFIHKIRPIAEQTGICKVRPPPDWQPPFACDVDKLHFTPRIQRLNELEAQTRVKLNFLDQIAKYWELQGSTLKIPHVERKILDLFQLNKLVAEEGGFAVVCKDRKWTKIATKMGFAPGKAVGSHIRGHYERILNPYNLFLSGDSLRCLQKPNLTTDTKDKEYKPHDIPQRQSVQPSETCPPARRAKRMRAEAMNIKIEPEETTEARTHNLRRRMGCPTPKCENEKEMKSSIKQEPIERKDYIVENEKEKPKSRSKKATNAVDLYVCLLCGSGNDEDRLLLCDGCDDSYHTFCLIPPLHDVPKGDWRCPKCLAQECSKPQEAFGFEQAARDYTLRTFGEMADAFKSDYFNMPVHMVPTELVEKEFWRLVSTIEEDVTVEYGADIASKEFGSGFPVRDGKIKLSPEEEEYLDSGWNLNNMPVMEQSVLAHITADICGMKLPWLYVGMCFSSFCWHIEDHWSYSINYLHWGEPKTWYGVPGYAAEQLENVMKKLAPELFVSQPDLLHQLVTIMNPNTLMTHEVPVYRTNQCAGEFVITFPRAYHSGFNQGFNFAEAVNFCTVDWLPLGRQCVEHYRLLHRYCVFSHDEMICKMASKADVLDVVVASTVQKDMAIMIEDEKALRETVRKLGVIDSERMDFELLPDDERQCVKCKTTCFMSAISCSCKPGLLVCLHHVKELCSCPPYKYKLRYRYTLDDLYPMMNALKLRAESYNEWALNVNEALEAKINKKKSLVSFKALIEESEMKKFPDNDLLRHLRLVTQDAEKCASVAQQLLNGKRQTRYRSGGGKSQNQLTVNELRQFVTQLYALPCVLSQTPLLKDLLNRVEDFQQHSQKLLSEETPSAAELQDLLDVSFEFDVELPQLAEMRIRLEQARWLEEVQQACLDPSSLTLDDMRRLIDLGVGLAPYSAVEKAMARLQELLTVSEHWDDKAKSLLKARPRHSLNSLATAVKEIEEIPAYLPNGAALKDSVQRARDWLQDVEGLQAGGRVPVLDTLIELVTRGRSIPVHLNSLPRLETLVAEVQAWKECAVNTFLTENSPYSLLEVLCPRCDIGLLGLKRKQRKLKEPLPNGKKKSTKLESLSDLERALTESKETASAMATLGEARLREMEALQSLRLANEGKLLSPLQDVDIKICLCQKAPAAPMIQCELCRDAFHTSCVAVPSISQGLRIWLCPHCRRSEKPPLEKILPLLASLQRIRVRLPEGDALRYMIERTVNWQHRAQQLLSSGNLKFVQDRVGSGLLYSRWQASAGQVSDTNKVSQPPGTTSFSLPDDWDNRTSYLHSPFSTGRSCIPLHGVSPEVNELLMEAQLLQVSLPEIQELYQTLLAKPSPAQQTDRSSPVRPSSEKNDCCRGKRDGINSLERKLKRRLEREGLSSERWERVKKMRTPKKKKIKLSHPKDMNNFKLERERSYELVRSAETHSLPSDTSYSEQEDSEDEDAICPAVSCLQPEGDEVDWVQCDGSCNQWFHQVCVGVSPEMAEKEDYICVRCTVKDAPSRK
#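 Compound dilutions met 200 nM (final) KDM5BΔAP for 10 min at room temperature before substrate addition. The substrate mix held 12.5 µM H3K4me3 with cofactors 25 µM α-ketoglutarate and 50 µM Fe²⁺. NADH signal gain over 30 min defined activity.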
# Numbers without * were called inactive; i = inactive; ? = inconclusive; & = joins results of further samples; [ ] = remark or other dose. Potency is the fitted concentration of half-maximal effect.
Compound	KDM5B inhibitor
COc1ccc2cnn(CC(=O)Nc3cccc(Cl)c3)c(=O)c2c1OC	-4.1%
CCOC(=O)c1ccc(NC(=O)Nc2c[nH]c(=O)[nH]c2=O)cc1	?
Cc1ccccc1-c1nc(CN2CCC(C(=O)NCc3ccccc3Cl)CC2)c(C)o1	-1.6%
CC(C)COc1cccc(C(=O)Nc2ccc(-c3nc4ncccc4o3)cc2)c1	?
CC(=O)NC1(C(F)(F)F)NC(=O)N(CCc2ccccc2)C1=O (stereo unspecified)	21.2%
O=S(=O)(NC[C@H]1O[C@@H](CO)[C@@H](O)[C@H]1N1CCN(c2ccccc2)CC1)c1ccc(F)cc1	?
CNC(=O)[C@@H]1CN(C(=O)CCn2cccn2)C[C@H]1COC	9.0%
O=C(NCCCN1CCCC1=O)C1CCCCC1	10.2%
CCn1ccc2cc(S(=O)(=O)N3CCC(C(=O)NCCN4CCCCC4)CC3)ccc21	-11.7%
CC(=O)Nc1ccc(S(=O)(=O)N2CC[C@H](c3nnc(C)o3)C2)cc1	2.5%[86.2 µM]
CCCOC(=O)C(C)Oc1ccc2c(=O)c(-c3ccccc3Cl)coc2c1 (stereo unspecified)	12.4%
Cc1ccc(-c2n[nH]c(=O)c3ccccc23)cc1S(=O)(=O)NC(C)C	13.8%
CC(=O)c1ccc(NC(=O)N[C@H]2CO[C@H]3[C@@H]2OC[C@H]3OC(=O)NC2CCCCC2)cc1	0.7%[86.2 µM]
CCc1ccc(OCC2c3cc(OC)c(OC)cc3CCN2C(=O)c2ccc(S(=O)(=O)N3CCCC3)cc2)cc1 (stereo unspecified)	-5.2%
CCc1ccc(-c2cc3c(=O)[nH]nc(SCC(=O)NC(C)C)n3n2)cc1	18.5%
CCCC1CCN(C(=O)c2coc(COc3ccc4ccc(OC)cc4c3)n2)C1 (stereo unspecified)	?
CCOC(=O)c1ccccc1NC(=O)Cc1c(C(=O)O)c(C)cn1C	-8.5%
N#CCCC(C#N)Cn1nc(-c2ccc(F)cc2)c2ccccc2c1=O (stereo unspecified)	8.3%
C[C@H]1[C@@H]2[C@@H](O)C([C@H](C)C(=O)NC3CCCC3)CC[C@@]2(C)CC[C@@H]1NC(=O)c1ccc(C#N)cc1 (stereo partly specified)	-7.0%
Cc1cccc(-c2nc3c4ccccc4nc(NCc4ccc(Cl)cc4)n3n2)c1	-5.1%
COCCN(CC(=O)NC(=O)NCC(F)(F)F)Cc1ccccc1	7.2%
Cc1ccc(C(=O)CSc2nnnn2C)cc1C	6.8%
CNC(=O)C1(N2CCC[C@H]2C(=O)NCCNC(C)=O)CCCCC1	?
CCOC(=O)c1c(NC(=O)CS(=O)(=O)c2ccc(C)cc2)sc2c1CCC(C)C2 (stereo unspecified)	?

# Reformatted field by field: part of the list above
CC(=O)c1ccc(NC(=O)N[C@H]2CO[C@H]3[C@@H]2OC[C@H]3OC(=O)NC2CCCCC2)cc1
  KDM5B inhibitor: 0.7%[86.2 µM]
CCc1ccc(OCC2c3cc(OC)c(OC)cc3CCN2C(=O)c2ccc(S(=O)(=O)N3CCCC3)cc2)cc1 (stereo unspecified)
  KDM5B inhibitor: -5.2%

# Next results:
Compound	KDM5B inhibitor
CCC(=O)N1CC(=O)N(CC)C2(CCOCC2)C1	3.4%
CC(=O)N1CCN(c2ncnc3c2CN(C2CCC2)C(=O)CN3C)CC1	17.8%
Cc1noc(C)c1C(=O)NCC(=O)N1CCCCCCNC(=O)CC1c1ccccc1 (stereo unspecified)	19.2%
Cc1ccc2oc3c(c(=O)c2c1)C(c1ccc(F)cc1)N(Cc1ccc2c(c1)OCO2)C3=O (stereo unspecified)	9.8%
O=C(N[C@@H]1CN(C(=O)Cn2c(=O)oc3ccccc32)CC[C@@H]1CO)C1CC1	9.1%
COc1ccccc1CNC(=O)C1CCN(c2nn3c(=O)cc(C)nc3s2)CC1	-34.6%
COc1ccc(CNC(=O)C[C@@H]2C[C@@H](C(C)C)[C@H](CNC(C)=O)C=C2C)cc1	35.5µM*
CC(=O)c1ccc(NC(=O)[C@@]2(CC(=O)O)CC(/C=C/c3ccccc3)=NO2)cc1	20.9%
O=C(Nc1ccc(Nc2ccccc2)nc1)c1cccc[n+]1[O-]	-23.7%
Fc1cc(Nc2ncc(-c3cccnc3)c3c2OCC3)cc(N2CCOCC2)c1	31.6µM*
COc1ccc(Cn2c(C3CCN(C(=O)c4ccc(Cl)cc4)CC3)n[nH]c2=O)cc1	24.6%
O=C(c1ccccc1)N1CCC(n2cc(-c3nc(C4CC4)no3)nn2)C1 (stereo unspecified)	-19.1%
Cc1ccc(NC(=O)CCNC(=O)c2ccccc2Cl)cc1S(=O)(=O)N1CCCCCC1	11.8%
O=C(CC(C(=O)O)P(=O)(c1ccccc1)c1ccccc1)c1ccc(Br)cc1 (stereo unspecified)	-3.9%
CSCCC(NS(=O)(=O)c1ccc2c(c1)oc(=O)n2C)C(=O)NCc1ccc(Cl)cc1 (stereo unspecified)	-20.5%
O=C(Nc1ccc(F)c(Cl)c1)C1CCCN(c2cnccn2)C1 (stereo unspecified)	?
COc1ccc(C(=O)NC2CCN(c3cc(C(F)(F)F)nc(C)n3)CC2)c(C)c1	3.4%
O=C(Nc1ccc2nc(N3CCN(C4CCCCC4)CC3)cc(C(=O)O)c2c1)c1ccc(Cl)cc1	51.5%[activator]
CC1CCN(S(=O)(=O)c2ccc3c(c2)c(=O)c(C(=O)N2CCN(c4cccc(Cl)c4)CC2)cn3C)CC1	-21.8%[11.5 µM]
O=S(=O)([N-]c1nc2ccccc2nc1-n1cc[n+](Cc2ccccc2)c1)c1ccc(Cl)cc1	?
CCOc1ccc(CNCc2cccs2)cc1OC	2.9%
COc1cccc(/C=C/C(=O)c2ccc(O)cc2)c1	-7.0%
O=C(Cn1ccn2nc(-c3ccc(F)cc3)c(CO)c2c1=O)NCc1ccc(Cl)cc1	-26.7%
COc1ccc2c(c1)C(NC(=O)c1cn(CCN)nn1)CC(C)(C)O2 (stereo unspecified)	6.7%

# Further compounds follow:
SMILES,KDM5B inhibitor
Cc1cnc(C)c(N2CCC(COc3cnc4c(ccn4CC(N)=O)c3)CC2)n1,35.5µM*
O=C(Nc1ccccc1Cl)c1cnc2ccccc2n1,10.1%
CCc1noc(-c2cccn3c(CNC(=O)CCC4CCCC4)nnc23)n1,28.2µM*
COc1cccc(CNC(=O)CN2C(=O)NC3(CCOCC3)C2=O)c1OC,5.8%
O=c1c(-c2ccccc2)nnc2sc(-c3cccc(F)c3)nn12,14.6%
N#C/C(=C/c1ccc(-c2ccccc2C#N)o1)c1ccc(F)cc1,1.6%
CC(=O)N1CCN(C(=O)Cn2c(-c3ccccc3)cc3ccccc32)CC1,35.4%[activator]
CCC(=O)N1CCc2cc(S(=O)(=O)NC(CC(C)C)C(=O)NCc3cccc(OC)c3)ccc21 (stereo unspecified),-11.9%
O=C(COc1ccc(-c2nnc3n2CCCC3)cc1)Nc1ccc(Br)cc1,36.5%
Cc1nc(Nc2nc3ccccc3s2)ncc1C(=O)Nc1cccc(C(F)(F)F)c1,-6.4%
COCC1CN(C(=O)c2ccc(OC)nc2OC)CC12CCNCC2 (stereo unspecified),?
Cc1cnc(C)c(N2CCN(CC3(O)CCNC3)CC2)n1 (stereo unspecified),-23.4%
Cc1cc(C)c(NC(=O)CN(c2ccccc2)S(=O)(=O)N(C)C)c(C)c1,-27.2%
CN(C)CCNC(=O)c1nc2nc(-c3ccccc3)c(-c3ccccc3F)cc2n1C,i
COc1cc(OC)cc(C(=O)N2CCC3(CC2)N=C(c2ccc(Cl)cc2)NO3)c1,?
CCN1C(=O)CCc2cc(NS(=O)(=O)CC)ccc21,-7.9%
COc1ccc(CCNC(=O)CCn2c(=O)c3cccn3c3cccnc32)c(OC)c1OC,-37.0%
Nc1c(C(=O)N/N=C/c2ccc([N+](=O)[O-])cc2)cnn1-c1ccccc1,-6.4%
Cc1cc(C)c(NC(=O)Cn2cnc3c2c(=O)n(C)c(=O)n3C)c(C)c1,-3.4%
O=C(Nc1ccc(Cl)cc1)N1CCC(c2nnc3n2C(C(=O)N2CCN(c4ncccn4)CC2)CC3)CC1 (stereo unspecified),-11.0%[115 µM]
COc1ccc(C(=O)N2CCC(c3n[nH]c(=O)n3-c3ccc(C)cc3)CC2)cc1F,2.2%
Cc1occc1-c1nnc(SCC(=O)NC(C)C)o1,-11.5%
CCCCc1ccc(-n2nc3ccc(NC(=O)c4cc5ccccc5o4)cc3n2)cc1,-29.5%
NCc1ccc(-c2cc(C(F)(F)F)ccc2Cl)cc1,-9.0%[149 µM]
O=C1CSc2ccc(C(=O)Nc3cccc4cccnc34)cc2N1,?
CC(=O)c1cccc(NC(=O)c2ccccc2SC(C)C)c1,16.4%
Cc1cc(C)c2oc(C(=O)N(Cc3ccco3)c3ccccn3)cc(=O)c2c1,-12.3%
N#Cc1ccc(S(=O)(=O)N2CCCCCNC(=O)CC2c2ccccc2)cc1 (stereo unspecified),-14.7%
O=C(c1ccco1)n1nc(-c2ccccc2)nc1NCc1ccc(Cl)cc1,-17.7%
CC1=C(C(=O)Nc2cccnc2)C(c2ccc(F)cc2)n2nc(SCc3ccccc3)nc2N1 (stereo unspecified),0.2%
CC1CCCN(c2nc3c(S(=O)(=O)c4ccc(C(C)C)cc4)nnn3c3ccsc23)C1 (stereo unspecified),8.8%&-24.4%
Cc1cccc(OCC(=O)N2CCC(n3cc(-c4nc(C(C)C)no4)nn3)CC2)c1,-3.3%
CCNC(=O)N[C@H]1CO[C@H]2[C@@H]1OC[C@H]2OC(=O)Nc1ccc(C(C)=O)cc1,-14.5%[86.2 µM]
COCC(=O)NC1CCC12CCN(C(=O)c1ccc3ccccc3n1)CC2 (stereo unspecified),6.9%
OC[C@@H]1CNC[C@H]1C1CCN(Cc2cccc(F)c2)CC1,-18.2%
N#Cc1ccc(OCCSc2ccc3c(c2)OCCO3)cc1,5.5%

# Quoted at random: 2 compounds from above.
SMILES,KDM5B inhibitor
N#Cc1ccc(S(=O)(=O)N2CCCCCNC(=O)CC2c2ccccc2)cc1 (stereo unspecified),-14.7%
O=C(c1ccco1)n1nc(-c2ccccc2)nc1NCc1ccc(Cl)cc1,-17.7%

# Other structures follow:
SMILES,KDM5B inhibitor
Cc1ccc(NC(=O)NCC2CC2(Cl)Cl)cc1 (stereo unspecified),15.1%
Cc1ccc(CN2C(=O)CS(=O)c3ccc(C(=O)NCc4ccccc4)cc32)cc1 (stereo unspecified),19.8%
CCn1nccc1C(=O)N1C[C@@H](CO)[C@H](c2ccccn2)C1,22.0%
O=S(=O)(c1ccc(SCc2nnc(-c3ccccc3)o2)nc1)N1CCCC1,9.0%
Cc1ccc(C(=O)N2CCCC3(C2)C(=NC2CCCCC2)NC(=O)N3c2cc(F)cc(F)c2)cc1 (stereo unspecified),25.3%[115 µM]
CC(C)C(=O)N1CCN(c2ccccc2NC(=S)NC(=O)c2ccco2)CC1,-4.0%
Cc1nn(Cc2ccccc2Cl)c(C)c1NC(=O)COCc1cc(-c2ccco2)on1,-13.8%
CSCC(=O)NCCC[C@H](NC(=O)[C@@H]1[C@@H](NC(=O)Nc2cccc(SC)c2)CCN1C(=O)CSC)C(N)=O,-6.1%
Cc1ccc(NC(=O)Cn2ccn3nc(-c4ccccc4)c(CO)c3c2=O)cc1F,-35.9%
CCN(CC(=O)NC(=O)NCC(F)(F)F)Cc1cccc(C)c1,-7.3%
CC[C@H]1CN(Cc2ccc(OC)cc2O)CC[C@H]1CC(=O)N(C)CC#N,2.4%[86.2 µM]
Cc1ccc(-n2nc(C)c([C@@H]3C=C[C@@H](NC(=O)Nc4ccc(Cl)cc4)C3)c2C)cc1Cl,?

# Taken from above:
# KDM5B inhibitor result of CC[C@H]1CN(Cc2ccc(OC)cc2O)CC[C@H]1CC(=O)N(C)CC#N stands at 2.4%[86.2 µM]
# KDM5B inhibitor result of CCN(CC(=O)NC(=O)NCC(F)(F)F)Cc1cccc(C)c1 stands at -7.3%
# KDM5B inhibitor result of CC(C)C(=O)N1CCN(c2ccccc2NC(=S)NC(=O)c2ccco2)CC1 stands at -4.0%

# Later entries
SMILES,KDM5B inhibitor
NC(=O)C1CCN(C(=O)C2CCN(S(=O)(=O)Cc3ccc(F)cc3)CC2)CC1,-7.7%
CCc1nc2c(=O)n(CC(=O)NC(C)c3ccc(F)cc3)nc(C)c2s1 (stereo unspecified),-5.0%
COc1ccc(-c2cc(C(=O)Oc3ccc(C#N)cc3)no2)cc1,?
N#Cc1cccc(-c2ccnc(N[C@H]3CO[C@H]4[C@@H]3OC[C@H]4OC(=O)Nc3cccc4ccccc34)n2)c1,?
COc1ccc(OC)c(NC(=O)c2cnc(Nc3ccc(C)c(Cl)c3)c3ccccc23)c1,?
CCOC(=O)N1CCN(S(=O)(=O)c2ccc3[nH]c(=O)oc3c2)CC1,-7.5%
CC1(C)CC(=O)C2=C(C1)Nc1nc(SCc3ccccc3)nn1C2c1cccs1 (stereo unspecified),?
CCOCC(=O)N1CCCN(S(C)(=O)=O)c2ccccc21,2.3%
CCc1noc([C@@H]2CC(F)(F)CN2C(=O)c2ccn(CC)n2)n1,24.4%
COc1ccc(CC(=O)Nc2ccc([C@H]3OCC(=O)N(Cc4ccccc4)[C@@H]3CO)cc2)cc1,4.6%
Cc1c(Cl)cccc1-c1ccc(/C=C(\C#N)c2nc3ccccc3[nH]2)o1,-5.5%&8.2%
CC(Oc1ccc(Cl)cc1Cl)C(=O)Nc1ccc2oc(-c3cccnc3)nc2c1 (stereo unspecified),-24.6%
Cc1ccc(NC(=O)c2ccc(Cl)cc2N2CCCC2=O)cc1,2.4%
COCCOc1nc2c(c(=O)n(C)c(=O)n2C)n1C(C)c1ccccc1 (stereo unspecified),6.6%
Cc1ccc(NC(=O)Cn2c(-c3ccc(Cl)cc3)nc(C)c(CCO)c2=O)cc1C,15.5%
Cc1ncc2n1C(=O)N(C1CCN(C(=O)c3ccccc3Cl)CC1)C2,12.9%
COc1cccc(OCc2cc(C(=O)NC(CO)CO)n[nH]2)c1,-16.9%
COc1ccc(CNc2nc3c(-c4ccccc4)nnn3c3ccccc23)cc1,?

# A portion of the library. The share of hits here may be higher or lower than overall.
